Gli-Sufu block – blocks Gli-Sufu signaling in a luciferase reporter | Sufu-KO-LIGHT fibroblasts, Gli luciferase reporter luminescence | hit rate 0.74% among 340,000 | AID 588413 | inhibition, % at 5 µM;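 active = inhibition above about 55%, limit read from the data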;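 note: 0% = DMSO-treated cells and 100% = wells with medium but no cells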
CXCR6 block – inhibitors of human CXCR6 receptor. O00574. CHO-K1 PathHunter CXCR6 beta-arrestin, luminescence. inhibition, % at 20 µM. hit rate 0.36% among 360,000; in the data active = inhibition above about 34%, passing the limit was not always enough;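 note: antagonist mode with CXCL16 agonist at 10 nM final; 0% = 10 nM CXCL16 with DMSO and 100% = unstimulated wells without agonist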
EBI2 antag – EBI2 (human) antagonism; P32249; hit rate 0.81% among 360,000; inhibition, % at 5 µM; EBI2 beta-arrestin recruitment, luminescence, 7a,25-OHC stimulated; in the data active = inhibition above about 38%;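 note: enzyme fragment complementation signal reports receptor beta-arrestin coupling in cells; 0% = agonist plus DMSO wells and 100% = wells without agonist; some results beyond the cut were filed as inactive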
Target sequence (P32249 whole entry, looked up, the tested form may be a part): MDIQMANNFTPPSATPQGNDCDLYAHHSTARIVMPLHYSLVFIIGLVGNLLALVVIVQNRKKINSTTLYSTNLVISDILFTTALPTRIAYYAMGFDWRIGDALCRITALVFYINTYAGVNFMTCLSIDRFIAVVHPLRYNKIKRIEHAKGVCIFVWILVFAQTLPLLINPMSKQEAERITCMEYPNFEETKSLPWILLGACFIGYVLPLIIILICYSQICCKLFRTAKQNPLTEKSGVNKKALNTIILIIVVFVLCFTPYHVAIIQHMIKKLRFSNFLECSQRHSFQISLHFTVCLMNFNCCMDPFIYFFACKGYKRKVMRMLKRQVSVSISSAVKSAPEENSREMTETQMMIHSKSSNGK
APJ antag – blocks the human apelin receptor APJ. inhibition, % at 20 µM. AID 2521. CHO-K1 APJ beta-arrestin complementation, luminescence. P35414. hit rate 0.32% among 330,000;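 active = inhibition above about 40% at 20 µM, limit read from the data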;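 note: cells challenged with 10 nM apelin-13 agonist together with compound; plate controls were apelin-13 plus DMSO wells for no effect and DMSO wells lacking apelin-13 for full effect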
Target sequence (P35414 whole entry, looked up): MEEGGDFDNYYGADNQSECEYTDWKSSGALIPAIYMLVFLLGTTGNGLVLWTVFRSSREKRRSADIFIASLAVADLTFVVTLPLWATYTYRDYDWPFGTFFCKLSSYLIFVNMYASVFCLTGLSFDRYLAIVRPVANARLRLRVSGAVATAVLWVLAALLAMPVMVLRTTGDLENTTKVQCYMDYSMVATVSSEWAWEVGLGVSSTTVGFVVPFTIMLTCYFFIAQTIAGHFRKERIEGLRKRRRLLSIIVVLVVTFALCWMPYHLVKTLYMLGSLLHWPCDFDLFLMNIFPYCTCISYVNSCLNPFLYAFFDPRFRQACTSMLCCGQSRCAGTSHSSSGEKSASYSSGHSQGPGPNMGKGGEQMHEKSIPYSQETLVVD
Jurkat NFkB inh – inhibitors of the PMA/ionomycin-induced NF-kB reporter in Jurkat cells; hit rate 0.53% among 330,000; PMA/ionomycin-induced NF-kB luciferase reporter, luminescence; AID 435003; inhibition, % at 4 µM; in the data active = inhibition above about 50%
CCR6 antagonist – antagonists of human CCR6 receptor; CHO-K1 CCR6 PathHunter beta-arrestin, luminescence, CCL20-stimulated; inhibition, % at 20 µM; hit rate 0.49% among 340,000;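 active = compounds whose inhibition of the agonist-driven luminescence signal at 20 µM reaches about 50%, limit read from the data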;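 note: cells stimulated with CCL20 at 14 nM final; plate controls were DMSO with CCL20 for no effect and DMSO without agonist for full effect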
UBC13 polyUb – human UBC13 polyubiquitination inhibition; P61088; UBC13 polyubiquitin chain formation, TR-FRET; inhibition, % at 20 µM; hit rate 0.47% among 330,000; AID 485273; in the data active = inhibition above about 45%, passing the limit was not always enough; inconclusive = no clear call, values can overlap the other calls
Target sequence (P61088 whole entry, looked up): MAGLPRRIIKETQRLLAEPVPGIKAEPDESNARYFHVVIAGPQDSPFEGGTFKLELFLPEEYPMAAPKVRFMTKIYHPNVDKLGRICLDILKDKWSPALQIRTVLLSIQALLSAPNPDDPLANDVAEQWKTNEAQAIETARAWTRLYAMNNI
697 NFkB inh – inhibitors of the PMA/ionomycin-induced NF-kB reporter in 697 B cells | inhibition, % at 4 µM | 697 B-cell NF-kB luciferase reporter, 16 h | hit rate 0.33% among 330,000 | AID 435022; in the data active = inhibition above about 35%
An asterisk follows results filed as active; u = inconclusive; x = no result given.

SMILES	Gli-Sufu block	CXCR6 block	EBI2 antag	APJ antag	Jurkat NFkB inh	CCR6 antagonist	UBC13 polyUb	697 NFkB inh
CCc1noc(C)c1C(=O)OCC(=O)NC(=O)c1ccccc1OC	-3	8	-5	16	12	2	4	-22
CCCCNCCOCCOc1ccc(F)cc1	6	-17	-1	17	-3	2	4	7
O=C(N/N=C/c1cccnc1)c1cccc(S(=O)(=O)N2CCCC2)c1	5	-2	3	0	-4	7	-1	8
CN(C)c1nc(OCCNC(=O)Nc2ccc(Cl)cc2)nc(N(C)C)n1	6	1	-5	7	8	1	21	9
O=C(NNC(=O)c1ccccc1F)c1cccc(S(=O)(=O)N2CCc3ccccc32)c1	39	-4	-7	1	-2	17	-1	-37
Cc1ccc(SCC(=O)OCC(=O)N(C)CC(=O)Nc2ccc(F)cc2)cc1C	-3	-18	-13	-5	10	-5	1	-4
O=C(c1ccc2c(c1)N(Cc1cccc(Cl)c1)C(=O)c1ccccc1S2(=O)=O)N1CCN(c2ccccn2)CC1	8	8	24	-8	-14	16	9	-81
CCCN1Cc2cccc(C(=O)NC3CCCC3)c2C1=O	1	-14	5	9	-12	-3	0	-15
CC(C)Cc1nnc(NC(=O)CN2C(=O)C3CCCCC3C2=O)s1 (stereo unspecified)	-5	-5	5	1	12	-1	1	14
Cc1ccc(-c2csc(-c3c[nH]c4ccccc34)n2)c(C)c1	-54	-3	12	-6	-10	-7	14	-33
CCn1c(=NC(=O)c2cccc(N3C(=O)CCC3=O)c2)sc2c(C)ccc(OC)c21	-9	0	-10	-4	-3	7	36	-8
COc1ccc(NC(=O)CN(c2ccc(C)cc2)S(=O)(=O)c2c(C)nn(C)c2C)cc1	-4	-2	-4	-31	5	0	0	-12
CCN(c1ccccc1)S(=O)(=O)c1cc(NC(=O)CSc2n[nH]c(=O)[nH]c2=O)ccc1Cl	8	-6	-2	6	3	1	-7	18
CC(C)c1onc(C(=O)N2CCN(c3ccc(F)cc3)CC2)c1[N+](=O)[O-]	-1	-13	-9	-15	7	1	1	5
CC1CCC(N2CCN(S(C)(=O)=O)CC2)CC1 (stereo unspecified)	9	-9	-13	0	-6	4	-1	12
COCCN1Cc2cccc(C(=O)NC(C)c3cccs3)c2C1=O (stereo unspecified)	-16	4	-3	-3	-15	9	-10	6
CC(NC(=O)c1ccc(C23CC4CC(CC(C4)C2)C3)cc1)C(=O)O (stereo unspecified)	-11	11	-14	-1	-7	17	3	7
O=C(COC(=O)COc1ccc(Cl)cc1Br)NCCC1=CCCCC1	0	-3	-6	-5	5	8	10	2
O=C(NCc1cccc(C(F)(F)F)c1)c1cccc2c1C(=O)c1ccc(N3CCC(Cc4ccccc4)CC3)cc1S2(=O)=O	1	13	15	-2	9	3	-57	-25
O=S(=O)(c1cccc(-c2nnc(-c3cccnc3)o2)c1)N1CCCCC1	3	-1	8	-3	1	22	-2	21
CN1CCN(/C=C2\SC(=S)NC2=O)CC1	7	4	6	18	-12	1	-1	7
COc1ccccc1N1CCN(C(=O)c2cccc(S(=O)(=O)N3c4ccccc4CC3C)c2)CC1 (stereo unspecified)	30	18	-7	x	x	22	x	x
O=C1[C@@H]2CSCN2C(=O)CN1CCc1cccc(F)c1	2	5	-4	-21	-5	8	4	12
COc1cc(Cl)c(C)cc1NC(=O)c1ccccc1NC(=O)CN1CCOCC1	-9	-3	26	6	14	-2	-8	1
Cc1ccc(C(=O)Nc2nc3nc(-c4ccccc4)cc(=O)n3[nH]2)cc1	-4	-4	5	12	3	-7	7	-4
COc1ccccc1C(=O)NCc1n[nH]c(=S)n1Cc1ccccc1	-8	-11	-3	-1	-7	-17	-12	1
O=C(NC1CCCCCC1)c1ccc(CS(=O)(=O)Cc2ccc(F)cc2)o1	-13	-3	0	-36	-11	20	2	0
O=C(COC(=O)CCC(=O)c1cccs1)NCCc1ccccc1	1	4	5	9	-7	6	-11	9
Cn1c[n+](C)cc1-c1ccc(/C(N)=N/O)cc1	2	5	-13	8	-1	3	8	20
CC(C)(C)OC(=O)N[C@@H](Cc1ccccc1)c1nnc(S(=O)(=O)Cc2ccccc2)o1	x	x	x	39	37	x	1	-23
CCOC(=O)c1c(N=CN(C)C)c(C#N)n2c1CCC2	-6	-6	-1	1	-6	6	-3	3
CC(C)CC(=O)NC(=S)Nc1ccc(N2CCN(C(=O)c3cccs3)CC2)cc1	41	13	15	22	15	14	16	7
COc1ccc(N(CC(=O)Nc2cc(Cl)ccc2OC)S(=O)(=O)c2c(C)[nH]c(=O)[nH]c2=O)cc1	-8	-7	-9	-6	-4	-5	3	13
O=C(COC(=O)c1ccc([N+](=O)[O-])o1)Nc1ccc(Br)cc1F	-6	-2	-8	-7	-22	-5	-7	-17
NC(=O)NCc1ccc(C(=O)OCc2ccncc2)cc1	-18	-8	-5	-3	12	-5	0	-11
N=c1c(C(=O)NCc2ccccc2)cc2c(=O)n3ccccc3nc2n1CCCN1CCOCC1	5	14	15	15	35	21	-9	-14
C/C(CC(=O)Nc1ccc(N(C)C)cc1)=N\NC(=O)C(=O)NCc1ccccc1	2	-4	4	14	5	22	3	23
CC(C)N1CC(C(=O)Nc2ccc(C#N)cc2)CC1=O (stereo unspecified)	-1	-7	3	-29	8	9	-12	-8
COc1ccc(N(C(=O)c2ccncc2)S(=O)(=O)c2ccc3c4c(cccc24)C(=O)N3C)cc1	14	0	16	3	16	9	8	9
COc1cc(CCC(=O)OCC(=O)Nc2cc(S(=O)(=O)N3CCOCC3)ccc2Cl)cc(OC)c1OC	-2	0	-2	x	x	6	x	x
Cc1ccccc1NC(=S)N1CCN(c2ccccc2C)CC1	9	1	3	-5	-1	15	-5	-4
COC(=O)C1=C(C)NC2=C(C(=O)CCC2)C1c1cn(Cc2ccc(Cl)cc2Cl)nc1-c1ccccc1 (stereo unspecified)	6	8	20	36	13	14	8	28
CC(=O)Nc1ccc(S(=O)(=O)N2CCN(S(=O)(=O)N3CCOCC3)CC2)cc1	-1	0	2	-9	5	14	-8	-11
Cc1ccc2c(cnn2C(=O)CCC(=O)N2CCCCC2)c1	-2	-4	2	10	-5	4	-13	8
N#Cc1ccc(C(=O)Nc2nc(SCc3ccc(Cl)cc3)n[nH]2)cc1	-4	-3	-6	-19	7	27	0	-17
CCOc1cc(-c2cn(S(=O)(=O)c3cccc4nsnc34)nc2N)cc(OCC)c1OCC	13	-8	6	0	12	6	-4	32
O=C(Nc1ccccc1)c1ccc(N2CCN(c3ccccc3)CC2)c(S(=O)(=O)N2CCOCC2)c1	20	5	16	-1	6	12	u	12
CCC(=O)N1CCN(c2cc3c(cc2F)c(=O)c(C(=O)O)cn3CC)CC1	-1	1	4	-10	0	6	41	5
COc1cccc(CNC(=O)C2CCN(S(=O)(=O)N3CC(C)CC(C)C3)CC2)c1 (stereo unspecified)	3	7	9	-6	-1	5	5	-1
Cc1cc2oc(=O)cc(CN3CCCCC3C)c2cc1C (stereo unspecified)	-4	2	12	-9	-23	17	1	12
CCN1CCc2c(sc(NC(=O)c3ccc(S(=O)(=O)N(C)CC4CCCO4)cc3)c2C(N)=O)C1 (stereo unspecified)	3	16	8	16	-34	13	-7	-39
CCOc1ccc(N(CC(=O)NCCSCc2ccccc2Cl)S(C)(=O)=O)cc1	-1	4	-10	8	-6	10	-6	-9
Cc1oc2ccccc2c1CC(=O)NCCCN(C)C	2	3	-9	1	-5	9	-6	5
O=[N+]([O-])c1cccc(C=NN=C2c3ccccc3-c3ccccc32)c1	20	-2	10	x	x	4	x	x
C=CCn1c(SC(CCO)C(=O)NCc2ccco2)nc2sc3c(c2c1=O)CCC3 (stereo unspecified)	1	7	-5	-1	11	-2	5	17
CC(=O)c1cccc(NC(=O)CSc2nnc(-c3ccc(S(=O)(=O)N4CCCC4)cc3)o2)c1	1	-1	-5	-1	15	-8	5	11
Cn1c(=O)c2[nH]c(SCc3cccnc3)nc2n(C)c1=S	9	-5	-9	x	x	10	x	x
CCOC(=O)c1cnn(Cc2cccc(Cl)c2)c1C	2	5	10	-5	6	20	12	-18
Cc1c(C(=O)N/N=C/c2cccs2)nnn1-c1nonc1N	1	2	-10	8	6	9	-5	17
CCOC(=O)C1CC(C)=C(C)CC1C(=O)O (stereo unspecified)	7	-9	-6	-5	-20	4	6	-14
Other compounds follow:
SMILES	Gli-Sufu block	CXCR6 block	EBI2 antag	APJ antag	Jurkat NFkB inh	CCR6 antagonist	UBC13 polyUb	697 NFkB inh
Cc1cccc(C(=O)c2c(N)sc3c2CCC(C)C3)c1 (stereo unspecified)	11	6	-3	-13	39	10	-18	-64
CCCn1cc(C(=O)N(C)C2CCCN(Cc3ccccc3F)C2)c(C)n1 (stereo unspecified)	-5	-10	-3	4	-9	-8	8	20
O=C1CCC(C(=O)OCc2cc(=O)oc3ccc4ccccc4c23)=NN1	-4	-7	0	8	0	-1	4	16
COc1ccccc1CCNC(=O)/C(=C/c1cccnc1)NC(=O)c1ccccc1	2	10	-11	6	13	-20	-5	19
CN1C(=O)SC(Nc2ccccc2C(=O)O)C1=O (stereo unspecified)	10	9	-5	11	-3	25	4	11
COc1cc(OC)cc(C(=O)N[C@H](C(=O)OCC(=O)c2c[nH]c3ccccc23)C(C)C)c1	-6	4	30	-8	-3	3	-3	10
Cc1ccc(C(=O)OCc2cc(=O)n3ccsc3n2)s1	-3	1	7	16	5	-7	10	12
O=C(c1c(Cl)nc2sccn12)N1CCN(c2cccc(Cl)c2)CC1	-2	8	5	-5	61*	-23	5	-4
c1ccc(SCc2nc(-c3ccncc3)no2)cc1	-46	4	-6	11	-47	2	2	-51
COC(=O)CS(=O)(=O)c1cc(Br)cc2c1N(C(C)=O)CC2	4	5	-5	15	3	-12	-1	-1
Cc1csc(NC(=O)c2cc(C)nc3ccccc23)n1	4	3	-14	13	-3	4	-6	-1
COC(c1ccc(Cl)cc1)(c1ccc(Cl)cc1)C(Oc1nccc(C)n1)C(=O)O (stereo unspecified)	-45	7	-7	-2	11	15	2	-15
CCS(=O)(=O)c1ccc2oc(SCC(=O)c3c(N)n(C4CC4)c(=O)[nH]c3=O)nc2c1	-4	0	5	9	-3	5	-4	-1
CCN(CC)CCN(C(=O)/C=C/c1cccs1)c1nc2ccc(Cl)cc2s1	2	-10	10	10	8	-15	17	-32
COc1ccc(OC)c2[nH]c(=O)c(CCNC(C)=O)cc12	0	-9	-4	7	-17	13	-22	2
Clc1cccc(CN2CCCCCCC2)c1Cl	-3	-8	4	9	3	7	-4	21
Cc1cc(=O)n2[nH]c(-c3ccccc3)cc2n1	-2	3	-5	7	-16	-1	-5	-1
COc1ccccc1[C@@H]1C(c2ccccc2)=NN(c2ccccc2)[C@H]1C(=O)N1CCOC1=O	-9	-3	2	x	x	33	x	0
COc1ccc(C)cc1NC(=O)C(OC(=O)CNC(=O)c1ccc(Br)cc1)c1ccccc1 (stereo unspecified)	1	4	15	3	2	-8	3	8
Cc1cc(C)n(CCCNC(=O)CN(C)S(=O)(=O)c2ccc(Cl)cc2)n1	-4	-2	-11	8	5	-3	-8	-21
O=C(Nc1ccc(N2C(=O)C3C4C=CC(C4)C3C2=O)cc1)Nc1nncs1 (stereo unspecified)	-20	6	-5	13	-9	0	0	7
CCCc1nnc(NC(=O)COc2ccc3c(c2)OCO3)s1	-19	-16	-7	7	8	9	4	10
Cc1ccc(CN(CC(=O)NC2CCCC2)C(=O)CSc2nnc(COc3ccccc3)o2)cc1	6	5	18	7	-17	6	8	15
O=C1CCN(Cc2ccc([N+](=O)[O-])cc2)CCN1CCO	-2	5	-11	7	9	16	2	-2

Four entries from above, in markdown:
| Compound | Gli-Sufu block | CXCR6 block | EBI2 antag | APJ antag | Jurkat NFkB inh | CCR6 antagonist | UBC13 polyUb | 697 NFkB inh |
| --- | --- | --- | --- | --- | --- | --- | --- | --- |
| O=C(Nc1ccccc1)c1ccc(N2CCN(c3ccccc3)CC2)c(S(=O)(=O)N2CCOCC2)c1 | 20 | 5 | 16 | -1 | 6 | 12 | u | 12 |
| CCC(=O)N1CCN(c2cc3c(cc2F)c(=O)c(C(=O)O)cn3CC)CC1 | -1 | 1 | 4 | -10 | 0 | 6 | 41 | 5 |
| COc1cccc(CNC(=O)C2CCN(S(=O)(=O)N3CC(C)CC(C)C3)CC2)c1 (stereo unspecified) | 3 | 7 | 9 | -6 | -1 | 5 | 5 | -1 |
| Cc1cc2oc(=O)cc(CN3CCCCC3C)c2cc1C (stereo unspecified) | -4 | 2 | 12 | -9 | -23 | 17 | 1 | 12 |

Assay outcomes deposited in PubChem by Sanford-Burnham Center for Chemical Genomics.
